Compound activity as filed in PubChem.
Imprint erasure: induces erasure of genomic imprints in mouse ES cells; mouse ES Peg3-LacZ reporter, beta-gal luminescence, 40 h; actives 0.02% (n = 110,000); AID 1948; Potency, µM (titrated, usually from 60.7 µM), without a hit: at the top dose activity change, positive = activation, hits mostly activators;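 also: 0% = negative control wells on the plate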
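Imprint erasure is scored as LacZ activity from the silenced maternal Peg3 allele in feeder-free female ES cells cultured 40 h with LIF. Luminescence is normalized to in-plate negative controls and fitted to the Hill equation.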
p53ts 32C tox: cytotoxicity in p53ts cells at permissive temperature; Potency, µM (doses to about 46.1 µM), without a hit: top-dose activity change, negative = cytotoxicity, actives largely listed as cytotoxic; actives 0.93% (n = 130,000); H1299-p53A138V at 32C, ATP luminescence viability, 24 h;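 also: 0% = DMSO and -100% = full killing by reference compound; nearly all actives have a fitted effect of over 55% in size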
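H1299-p53 A138V cells (temperature-sensitive p53) exposed 24 h to up to 46 uM compound at 32C, where p53 is wild-type in conformation. Viability read as ATP luminescence and normalised to DMSO and 100 uM tamoxifen. AC50 fitted with the Hill equation.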
IkB sig inh: suppresses IkB signaling in ABC-DLBCL reporter cells. ABC-DLBCL IkBa-CBG/CBR dual luciferase ratio, 4 h; response scale: scaled: untreated 0%, proteasome inhibitor 100%. Potency, µM (doses to about 57.1 µM), inactives show top-dose IkBa stabilization activation. actives 0.04% (n = 110,000); active = well fitted curve in the direction sought with a large enough effect in the signal ratio, not every such curve was filed as active; inconclusive = small, poorly fitted or top-dose-only effect, or a change in a side signal; the % refers to the signal ratio;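 also: the direction sought is a rising ratio; 0% = basal untreated cells and 100% = reference inhibitor full response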
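Curves were fitted separately to fusion (green), unfused (red) and ratio luminescence, then classed by r2, magnitude and activity. Cells: OCI-Ly3, 4 h compound plus doxycycline at 37C; 10 uM MG-132 defined full response.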
p53ts 39C kill: cytotoxicity in p53ts cells at nonpermissive temperature | H1299-p53A138V viability at 39C, ATP luminescence, 24 h | Potency, µM (doses to about 46.1 µM), without a hit: at the highest dose activity change, negative = cell killing, most hits filed as cytotoxic | actives 1.5% (n = 130,000); also: nearly all actives have a fitted effect of over 55% in size
Numbers without * were called inactive; ? = inconclusive; nt = not tested or not shown; [ ] = another dose, or the depositor's remark. Unless noted, calls follow the shape of the dose curve; as a rule, active = well fitted curve in the direction sought with a large enough effect; inconclusive = small, poorly fitted or top-dose-only effect, or another doubt; inactive = no such curve, though single readings can be large; an effect the other way counts as inactive or inconclusive. Unless noted, % is scaled to controls: 0 for no effect and ±100 for the full control effect; potency is read from the fitted curve at half-maximal effect. Compounds as they come. About 1.7% of those tested had a hit in this group.

SMILES	Imprint erasure	p53ts 32C tox	IkB sig inh	p53ts 39C kill
CC(=O)c1ccc(NC(=O)c2nc(-c3ccccc3)n(-c3ccccc3Cl)n2)cc1	-13%[10.9 µM]	-6%	-0.9%	-9%
Cc1ccccc1OCc1ccc(-c2nc(C#N)c(N3CCC(C(N)=O)CC3)o2)o1	-9%[10.9 µM]	-1%	0.3%	-7%
CC(C)NC(=O)c1ccccc1NC(=O)CN(c1ccc2c(c1)OCO2)S(C)(=O)=O	-10%	3%	-7.3%	3%
COc1cc(OC)c(Nc2c3c(nc4nc(-c5cccs5)nn24)CCCC3)cc1Cl	-2%[10.9 µM]	3%	5.0%	33%[activator]
c1ccn2c(SCc3ccc4c(c3)OCCO4)nnc2c1	-54%[inhibitor]	-4%	-0.8%	-4%
COc1ccc(NC(=O)c2sc3nc(C)c(C(=O)Nc4ccc(C)cc4C)c(-c4cccs4)c3c2N)cc1	-7%[10.9 µM]	7%	?	-9%
Cc1ccc(O)c(NC(=O)c2cc(-c3ccc(F)cc3)on2)c1	-7%[10.9 µM]	-15%	?	4%
COC(=O)[C@H](Cc1ccccc1)NC(=O)[C@@H](N)CC(=O)O	0%	-2%[1.84 µM]	-0.2%	-9%
CCN(CC)S(=O)(=O)c1ccc(S(=O)(=O)N2CCN(CCC#N)CC2)cc1	-7%	12%	-1.2%	1%
Cc1ccc(C(=O)CC2(O)C(=O)N(Cc3ccc4c(c3)OCO4)c3ccccc32)cc1 (configuration not stated)	-15%	2%	?	-14%
Cc1ccc(N(CC(=O)N2CCc3ccccc32)C2=NC(=O)CS2)cc1	-13%	2%	0.3%	-2%
Cc1occc1-c1nnc(SCC(=O)c2ccc(F)cc2)n1Cc1ccco1	11%	3%	0.3%	4%
CCc1ccc(OC)c(S(=O)(=O)Nc2ccccc2C)c1	-7%	9%	-0.3%	3%
CCOC(=O)CSc1nnc(-c2ccncc2)o1	-9%	8%	-2.3%	7%
COc1cc(Cl)cc2c1Sc1ccccc1/C2=C/CCN(C)C	nt	-10%	nt	-29%
NCCNS(=O)(=O)c1ccc(N)cc1	9%[10.9 µM]	-1%[9.22 µM]	0.3%[11.4 µM]	-7%[9.22 µM]
COCCN(CCOC)C(=O)c1cc2c(=O)n3ccccc3nc2s1	-11%	-13%	-3.7%	-13%
CCOC(=O)c1c(CN(CC)CC)oc2ccc(OC)cc12	nt	-2%	nt	-2%
COc1ccc2cc3c(N)nn(C(=O)c4ccc(OC)c(OC)c4)c3nc2c1	7%[10.9 µM]	1%	-1.2%	-18%
CCCc1nc2oc3cc(OC)ccc3c(=O)c2c(=O)n1Cc1ccco1	-12%	16%	2.9%	13%
C#CC(C)(CC)NC(=O)Cn1nnc(-c2ccc(OCc3c(F)cccc3Cl)cc2)n1 (configuration not stated)	-21%[10.9 µM]	6%	3.5%	-9%
CC1CC(C)CN(c2ncnc3c2cnn3-c2ccc(Cl)cc2)C1 (configuration not stated)	nt	22%	nt	1%
CCOC(=O)C1CCCN(C(=O)CCC(=O)Nc2ccc3nc(N4CCOCC4)cc(C)c3c2)C1 (configuration not stated)	-26%	-14%	-0.7%	-12%
COc1cc(NC(=O)Cn2c(C)cc3ccccc3c2=O)cc(OC)c1OC	-7%[10.9 µM]	-9%	1.8%	-7%
CN1CCN(C(=O)c2cc3c(s2)-c2ccccc2S(=O)(=O)C3)CC1	-11%	-4%	1.5%	-2%

Continuation.
SMILES	Imprint erasure	p53ts 32C tox	IkB sig inh	p53ts 39C kill
Cc1cc(C)c(OCC(=O)Nc2cccc(-c3nc4ncccc4o3)c2)c(Br)c1	-17%[10.9 µM]	-5%	?	-3%
CCn1c(NCc2ccccn2)nc2ccccc21	nt	-16%	nt	13%
COc1ccc(NC(=O)CSC2=Nc3ccccc3C3=NC(CCC(=O)NCc4ccc(F)cc4)C(=O)N23)cc1Cl (configuration not stated)	-7%[10.9 µM]	7%	?	?
Cc1cccc(CNc2nc(-c3ccc4c(c3)OCO4)nc3ccccc23)c1	-22%	-4%	12%[11.4 µM]	-19%
O=C(CSc1nnc(CN2CCOCC2)n1-c1ccccc1)N1CCc2ccccc21	-3%	3%	-0.7%	7%
OC1CCC2Cc3ccccc3N=C12 (configuration not stated)	-3%	1%	nt	-10%
CCOC(=O)N1CCN(C(=O)Nc2sc3nc4n(c(=O)c3c2C)CCC(C)CC4)CC1 (configuration not stated)	-9%	-14%	-0.8%	7%
COc1cccc(C2NC(=O)NC(C)=C2C(=O)Nc2ccccc2C)c1 (configuration not stated)	-12%	11%	1.2%	10%
O=C(CSc1nnnn1-c1ccc(Cl)cc1)NC(=O)Nc1ccc2c(c1)OCCO2	-7%	-7%	0.7%	-20%
CCN(CC)CCOC(=O)c1ccc(NC(=O)c2nn(-c3ccc(C)cc3)c(=O)c3c2c2ccccc2n3C)cc1	-31%[inhibitor][10.9 µM]	4µM*	?	4µM*
O=C(Nc1ccc(Cl)cc1C(=O)NCc1cccnc1)c1ccc(Cl)cc1Cl	nt	10%	nt	-1%
Cc1cc2oc(C(=O)Nc3ccc(S(=O)(=O)N4CCCCCC4)cc3)cc(=O)c2cc1C	-13%[10.9 µM]	-4%	-0.8%	9%
COc1ccc(C)cc1Nc1c2c(nc3nc(-c4cccs4)nn13)CCCC2	-12%[10.9 µM]	-7%	1.4%	-8%
CCOC(=O)c1ccc2c(c1)N(CC(=O)N1CCCCC1)C(=O)C(C)(C)O2	nt	2%	nt	28%
CC(=O)c1cccc(NC(=O)N2CCCC2C(=O)NC2CCCCC2)c1 (configuration not stated)	-3%	2%	-0.7%	1%
O=C(Nc1ccccc1)Nc1nnc(SCC(=O)N2CCCCC2)s1	12%[10.9 µM]	-2%	0.5%	-25%
CCOc1ccc(-c2nnn(CC(=O)NCc3ccc(OC)cc3)n2)cc1OCC	5%	-5%	-0.6%	-5%
CC(=O)Nc1cc2ccccc2oc1=O	-8%[16.8 µM]	-7%[20.6 µM]	-2.8%[25.6 µM]	10%[20.6 µM]
COc1ccc(CNS(=O)(=O)c2ccc(F)c(C(=O)Nc3c(C)cc(C)cc3C)c2)cc1	-12%[10.9 µM]	5%	1.1%	?
CCn1cc(Br)c(-c2nc3ccccc3c(=O)n2N)n1	-6%	-6%	2.3%	2%
CCc1cccc(NC(=O)Cn2c(=O)n(CC(=O)NCCc3ccccc3)c(=O)c3ccccc32)c1	-27%[10.9 µM]	10µM*	?	6.3µM*
COc1ccc(-c2cc(C(F)(F)F)nc(N3CCOCC3)n2)cc1OC	-13%	5%	-0.6%	-5%
CC1(C)CC(=O)c2cc(C(=O)Nn3cnnc3)c(=O)n(-c3ccccc3)c2C1	-5%	3%	0.7%	-11%
Cc1nn(CC(=O)NCc2ccc(F)cc2)c2ccccc12	-9%[10.9 µM]	5%	-0.1%	-15%
O=S(=O)(c1cccc(C(F)(F)F)c1)n1c(/C=C/c2ccccc2)nc2ccccc21	-29%[10.9 µM]	13µM*	-1.4%	13µM*

(further entries)
SMILES	Imprint erasure	p53ts 32C tox	IkB sig inh	p53ts 39C kill
O=C(NCCc1ccccc1)c1ccc2c(c1)N(Cc1ccccc1)C(=O)CS2=O (configuration not stated)	-10%	6%	-3.9%	3%
O=C(Nc1cccc(O)c1)c1noc2c1CCc1ccccc1-2	-55%[inhibitor][10.9 µM]	4µM*	?	2.5µM*
Cc1noc(C)c1-c1nc(N2CCOCC2)c2ccccc2n1	-4%	-5%	0.4%[11.4 µM]	4%
CCN1CCCC1CNC(=O)Cn1ncc2c(=O)oc3ccc(C)cc3c21 (configuration not stated)	-16%	-4%	2.6%	4%
COC(=O)CCn1cnc2onc(-c3cc(F)cc(F)c3)c2c1=O	-2%[10.9 µM]	5%	?	5%
CC(=O)N1CCc2cc(S(=O)(=O)CCC(=O)N3CCN(c4ccccn4)CC3)ccc21	-11%	-2%	-0.4%	10%
CN(C)c1nc(N)nc(CSc2nnnn2C)n1	-34%[inhibitor]	2%	-3.7%	4%
C=CCC1(O)C(=O)Nc2ccccc21 (configuration not stated)	4%	0%	-0.8%	-1%
COCCCNc1nc(=S)[nH]c2cc(OC)c(OC)cc12	-5%	1%	-1.4%	2%
COc1ccc(C2C(=O)N(C3CCCCC3)CC(=O)N2C2CCCCC2)cc1 (configuration not stated)	-12%[10.9 µM]	4%	-1.0%	-25%
NC(=O)CCS(=O)(=O)CCN1CCCCC1	-10%	-29%	0.0%	6%
CCOc1ccc(NC(=O)Cn2nnc(-c3ccccc3F)n2)cc1	-12%	-5%	3.3%	2%
O=C(CSc1nc2ccccc2o1)NCC(=O)c1ccccc1	-12%	-2%	1.5%	5%
CCOC(=O)C1CCN(C2CC(=O)N(c3ccc(OCC)cc3)C2=O)CC1 (configuration not stated)	5%	-2%	-0.8%	10%
N#Cc1ccc(CN2CC[C@@]3(CCCN(C(=O)c4ccncc4)C3)C2)cc1	nt	3%	1.4%[11.4 µM]	2%
COc1ccccc1CNC(=O)c1cc2cccc3c2n1CCS3	12%[10.9 µM]	-28%	7.2%	-24%
Nc1nc2c(ncn2C2CC(O)C(CO)O2)c(=O)[nH]1 (configuration not stated)	-1%	-4%	nt	-6%
CCOc1ccc(CCNC(=O)C2CCN(C(=O)N3CC(CC)Oc4ccccc43)CC2)cc1 (configuration not stated)	-9%[10.9 µM]	23%	?	-3%
COc1ccc(-c2nc(SCCOc3ccccc3Cl)n3[nH]c(=O)cc3n2)cc1	8%[10.9 µM]	7%	4.0%	-16%
CC(C)CSc1nc2ccccc2n1CC(N)=O	nt	-7%	nt	-2%
CCOCCc1nnc(NC(=O)CSc2ccccc2)s1	-2%	-3%	-1.9%	6%
Clc1ccc(CSc2nncn3c2cc2occc23)cc1	-6%[10.9 µM]	-6%	-3.7%	?
O=C(O)C1C2C=CC(C2)C1C(=O)N1CCc2ccccc21 (configuration not stated)	-6%	1%	0.8%	7%
COc1ccc2cc3cc(C(=O)NCc4ccccc4OC)oc3nc2c1	20%[10.9 µM]	-8%	?	5%
COc1cccc(C2=NOC(C(=O)NCc3ccc(F)cc3)C2)c1 (configuration not stated)	0%	3%	2.8%	-23%

In a second layout: results already given
structure | Imprint erasure | p53ts 32C tox | IkB sig inh | p53ts 39C kill
O=C(CSc1nc2ccccc2o1)NCC(=O)c1ccccc1 | -12% | -2% | 1.5% | 5%
CCOC(=O)C1CCN(C2CC(=O)N(c3ccc(OCC)cc3)C2=O)CC1 (configuration not stated) | 5% | -2% | -0.8% | 10%
N#Cc1ccc(CN2CC[C@@]3(CCCN(C(=O)c4ccncc4)C3)C2)cc1 | nt | 3% | 1.4%[11.4 µM] | 2%
COc1ccccc1CNC(=O)c1cc2cccc3c2n1CCS3 | 12%[10.9 µM] | -28% | 7.2% | -24%

(cont.)
SMILES	Imprint erasure	p53ts 32C tox	IkB sig inh	p53ts 39C kill
CC(C)c1ncc(C(O)c2cccc3ccccc23)n1C (configuration not stated)	-17%	-4%	0.5%	-1%
CCOC(=O)CCn1cnc2onc(-c3ccccc3Cl)c2c1=O	-6%[10.9 µM]	8%	0.2%	-8%
CCC1=C(OC(=O)N(CC)CC)N2C(=O)OC(=NCCc3c[nH]c4ccccc34)[C@]2(Cc2ccccc2)[C@H]2C1=CC[C@H]1C(=O)N(CC)C(=O)[C@H]12	-14%	-6%	nt	-1%
CC(C)Sc1ncc(Cl)c(C(=O)Nc2nnc(C(C)C)s2)n1	-5%[10.9 µM]	6%	?	-27%
CC1CN(C)C(C)CC1NCc1ccc2c(c1)OCO2 (configuration not stated)	-6%	-9%	-1.1%	-5%
Cc1cc(C)c2nc(N3CCCC(C(=O)NCc4cccc(Br)c4)C3)sc2c1 (configuration not stated)	8%[10.9 µM]	-12%	?	?
CCCCCCn1c(N2CCN(c3cccc(Cl)c3)CC2)nc2c1c(=O)[nH]c(=O)n2C	-6%	3%	1.2%	2%
COc1ccc(-n2c(SCC(=O)Nc3nc(C)cs3)nnc2-c2ccoc2C)cc1	nt	1%	nt	11%
Cc1nc2cnc(Nc3ccccc3)nc2n(Cc2ccc(F)cc2)c1=O	3.2µM*	-6%	-0.9%[11.4 µM]	2%
COC(=O)[C@@H]1CCCN1C(=O)[C@@H](C)CO	nt	-2%[9.22 µM]	nt	3%[9.22 µM]
CN(C)S(=O)(=O)c1ccc(C(=O)OCc2ccc(C#N)cc2)cc1	11%	10%	2.8%	5%
COc1ccc(CCN2C(=O)CN(C3CCC(C)CC3)C(=O)C2c2ccc(OC(C)C)c(OC)c2)cc1OC (configuration not stated)	-12%[10.9 µM]	-5%	?	-13%
